Assay outcomes: PubChem, several laboratories
Vif imaging: HIV Vif inhibition; HEK293T cells, Vif self-association by quenched fluorescence, imaging, 24 h; inhibition, % at 7.49 µM; 340,000 tested, 0.35% active; AID 602346; in the data active = inhibition above about 50%, passing the limit was not always enough; note: some results filed as inactive read as strong as hits
Granule exo inh: lytic granule exocytosis inhibition. inhibition, % at 10 µM. AID 651702. 360,000 tested, 0.66% active. TALL-104 LAMP-1 surface exposure, flow cytometry; cells stimulated with thapsigargin and PMA;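 active = inhibition above about 55%, limit read from the data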
HTR2A ag: activates the mouse 5-HT2A serotonin receptor | activation, % at 7.6 µM | CHO-K1 mHTR2A beta-arrestin complementation, luminescence; percent of 30 µM serotonin response | AID 624169 | 360,000 tested, 0.66% active;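 active = activation above a run cutoff, the mean activation of all tested compounds plus 3 SD, cut at about 14% in these data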;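 note: 0% = plate median of compound wells and 100% = 30 µM serotonin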
Glyco luc inh: blocks N-linked glycosylation in D54 reporter cells; D54 ERlucT glycosylation luciferase reporter, 24 h; percent of 100 nM tunicamycin response; reporter increase, % at 12.5 µM; 360,000 tested, 0.23% active;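 active = mean luciferase reporter signal, scaled so untreated is 0 and the glycosylation-blocking control 100, at or above a set limit in every replicate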;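 note: luciferase carries N-glycosylation sites so blocking glycosylation raises the light; 0% = median of neutral control wells and 100% = median of 100 nM tunicamycin wells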
ABCB6 inh MLPCN: inhibitors of human ABC transporter ABCB6; Q9NP58; K562-ABCB6 porphyrin accumulation, flow cytometry, 1 h; active compounds read low; fluorescence ratio to DMSO, % at 10 µM; 360,000 tested, 0.19% active;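 active = fluorescence ratio to DMSO below 75%, the collection mean minus 3 SD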;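 note: signal is porphyrin accumulated inside mitochondria; 100% equals median channel fluorescence of DMSO control wells; lower ratio means ABCB6 inhibition with less porphyrin fluorescence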
Target sequence (Q9NP58 whole entry, looked up): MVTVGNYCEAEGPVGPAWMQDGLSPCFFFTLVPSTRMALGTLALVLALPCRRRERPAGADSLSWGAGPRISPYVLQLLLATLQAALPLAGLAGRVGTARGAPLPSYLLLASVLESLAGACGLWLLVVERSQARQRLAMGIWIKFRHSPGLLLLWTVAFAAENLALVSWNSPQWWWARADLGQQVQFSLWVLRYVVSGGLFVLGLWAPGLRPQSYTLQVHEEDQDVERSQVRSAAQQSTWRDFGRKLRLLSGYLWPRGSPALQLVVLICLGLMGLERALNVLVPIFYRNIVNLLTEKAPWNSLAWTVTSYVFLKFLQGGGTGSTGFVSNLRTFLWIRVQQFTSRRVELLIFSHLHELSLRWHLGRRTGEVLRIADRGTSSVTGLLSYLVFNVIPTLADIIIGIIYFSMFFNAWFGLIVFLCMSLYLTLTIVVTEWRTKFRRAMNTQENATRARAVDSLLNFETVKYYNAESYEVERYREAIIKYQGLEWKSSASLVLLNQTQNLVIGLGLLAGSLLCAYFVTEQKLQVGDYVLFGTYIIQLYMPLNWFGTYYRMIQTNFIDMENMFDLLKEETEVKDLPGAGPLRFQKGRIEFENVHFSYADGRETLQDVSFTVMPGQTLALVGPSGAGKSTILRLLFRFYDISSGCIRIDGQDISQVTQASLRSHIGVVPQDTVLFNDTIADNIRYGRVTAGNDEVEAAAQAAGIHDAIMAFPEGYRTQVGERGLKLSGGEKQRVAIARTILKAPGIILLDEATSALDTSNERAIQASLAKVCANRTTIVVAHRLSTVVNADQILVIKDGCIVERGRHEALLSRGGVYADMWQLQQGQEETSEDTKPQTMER
H9c2 protect: modulators protecting cardiomyocytes from myocardial damage | H9c2 cardiomyocytes, H2O2 injury protection, ATPLite, 2 h | protection from H2O2 cell death, % at 20 µM | 360,000 tested, 0.63% active;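 active = compounds giving at least 50% protection of heart cells from peroxide-induced death in the single-dose screen, raw or plate-pattern-corrected value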;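 note: 0% = DMSO wells with peroxide and 100% = DMSO wells without peroxide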
PDI inh: inhibitors of human protein disulfide isomerase; 350,000 tested, 0.052% active; inhibition, % at 10 µM; AID 588391; PDI insulin aggregation turbidity, A650, 90 min; P07237;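 active = mean inhibition across replicates of 30% or more, whatever share of single replicates reach that level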;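 note: absorbance from insulin aggregation driven by PDI reduction with DTT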
aDG glyco act: alpha-DG glycosylation activation; Pro5-aDG cells, alpha-DG glycosylation AlphaScreen (IIH6); 0% Pro5, 100% B10-LARGE cell signal; activation, % at 10 µM; 360,000 tested, 0.22% active; AID 624168;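 active = activation of at least 8% versus controls, or a plate z-score of at least 8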;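 note: Pro5 are CHO cells carrying HIG-tagged alpha-DG that lacks glycosylation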
iPSC survival up: enhancers of human iPSC single-cell survival | AID 602274 | survival enhancement, % at 20 µM | 360,000 tested, 0.044% active | hiPSC single-cell survival, ATPlite luminescence; 100% = ROCK inhibitor wells, 0% = DMSO; in the data active = survival enhancement above about 18%;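 note: cells exposed to compounds for 16 hours before the ATP read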
CaV13 FRET inh: Primary screen for inhibitors of IQ motif and Ca2+-dependent inactivation inhibitor domain binding in CACNA1D, Förster resonance energy transfer in living cells, … | HEK cells, CFP/YFP FRET ICDI-IQ, plate reader, 10 min; percent FRET-ratio fall versus neutral wells | inhibition, % at 12.3 µM | 340,000 tested, 0.098% active | AID 743397;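 active = mean replicate inhibition of at least 30% and at least 1% of replicates passing that level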;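 note: 0% = median of the neutral control wells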
Numbers without * were called inactive; nt = no result given.

SMILES | Vif imaging | Granule exo inh | HTR2A ag | Glyco luc inh | ABCB6 inh MLPCN | H9c2 protect | PDI inh | aDG glyco act | iPSC survival up | CaV13 FRET inh
Oc1c(CN2CCOCC2)cc(CN2CCOCC2)cc1CN1CCOCC1 | 15.1 | -7.4 | -2.4 | -2.3 | 98.0 | 7.6 | -61.3 | -0.1 | 1.2 | -3.3
CCOc1cc(CN2CCN(c3cccc(C(F)(F)F)c3)CC2)ccc1OC | -1.6 | -4.0 | -8.4 | -1.5 | 99.0 | -9.3 | 4.8 | 0.3 | 0.3 | -8.9
CC(C)(OC1OC(CO)C(O)C(O)C1O)[C@H]1Oc2ccc3ccc(=O)oc3c2[C@H]1O (stereo partly specified) | -5.0 | 1.5 | -2.9 | 1.0 | 97.0 | 5.7 | 1.5 | 0.1 | 2.4 | -10.5
COc1ccc(NC(=O)CN2CCc3ccccc3C2)c([N+](=O)[O-])c1 | 9.9 | -4.8 | 0.3 | -1.4 | 93.0 | -6.2 | -6.4 | 2.1 | 9.0 | -18.9
CCOC(=O)Cn1c(Br)nc2c1c(=O)[nH]c(=O)n2C | 4.6 | 0.9 | -5.4 | 3.3 | 83.0 | 9.7 | 1.9 | -0.5 | -0.4 | -4.4
COC(=O)c1cnn2c3c(c(C)nc12)CCCC3 | 2.2 | -7.1 | -0.6 | 2.6 | 98.0 | -1.8 | 0.8 | 0.1 | 4.3 | -4.3
Cc1ccc(S(=O)(=O)NC(C)C(=O)Nc2ccc3c(c2)OCO3)cc1 (stereo unspecified) | -0.4 | 8.0 | 4.6 | -0.5 | 103.0 | 7.1 | -3.5 | -0.1 | -0.6 | -5.6
COc1ccc(NC(=O)CSCC(=O)N(C)CC(=O)Nc2ccc(Cl)c(C(F)(F)F)c2)cc1 | -18.7 | 12.6 | -7.6 | 1.4 | 100.0 | -5.1 | 3.0 | 0.3 | -0.5 | -14.0
COc1nc(NCc2cccnc2)nc(NC2CCCCC2)n1 | 1.8 | 1.2 | 3.9 | 0.0 | 94.0 | -2.4 | -5.3 | 0.2 | -1.5 | 1.0
O=C(COC(=O)c1ccc(S(=O)(=O)N2CCCCC2)cc1)NCc1ccccc1 | 2.8 | -3.3 | 0.6 | 0.3 | 93.0 | 0.5 | 0.7 | 0.1 | 4.7 | -10.0
Cc1ccc(NC(=O)CCSc2nnc(C)o2)cc1 | 7.9 | 6.2 | 4.8 | 1.7 | 97.0 | 2.9 | 4.0 | -0.2 | -0.1 | -2.2
CSc1ccccc1-n1nnnc1SCc1ccccc1 | 3.6 | 0.9 | -9.0 | -2.7 | 100.0 | -6.1 | -0.7 | -0.1 | 3.7 | -3.5
CC(C)C(=O)Nc1cccc(C(=O)Nc2ccc(S(=O)(=O)N3CCOCC3)cc2)c1 | 28.1 | 4.1 | 6.0 | -1.9 | 97.0 | -3.5 | 7.3 | -0.1 | -0.4 | -4.3
CC(C)NC(=O)CC1Nc2c3ccccc3nc(=S)n2C1=O (stereo unspecified) | 1.3 | 2.5 | -2.7 | 2.0 | 101.0 | 7.7 | -4.4 | 1.6 | -1.4 | -4.7
OCCC1CN(Cc2ccc(-n3cccn3)cc2)CCN1Cc1ccccc1 (stereo unspecified) | -0.8 | -1.5 | -8.2 | 0.4 | 98.0 | -1.1 | 2.0 | -0.2 | -0.6 | 1.1
O=C(Nc1ccc(OC(F)(F)F)cc1)C1CCCCN1S(=O)(=O)c1ccccc1 (stereo unspecified) | -16.5 | 1.6 | -1.4 | -1.7 | 101.0 | -20.9 | -3.2 | 1.0 | 0.1 | -2.5
CCC(=O)Nc1cc2c(cc1C(=O)c1ccccc1)OCCO2 | nt | -2.9 | 2.4 | 0.8 | 93.0 | 5.9 | -5.9 | -0.2 | 0.3 | nt
Cc1ccccc1Cn1nnc(C(=O)Nc2cccc(C)c2C)c1N | 4.0 | -0.6 | -3.2 | 0.9 | 99.0 | -9.9 | -3.9 | -0.2 | -1.4 | -3.1
O=C(O)/C=C/c1cn(-c2ccccc2)nc1-c1ccc2c(c1)OCCO2 | -3.9 | -1.8 | 1.8 | 1.6 | 96.0 | 1.6 | 0.5 | 0.8 | 0.4 | -3.0
Cc1ccc(C(C(=O)NC(C)(C)C)N(CCCN2CCOCC2)C(=O)c2ccc(-c3ccccc3)[nH]2)o1 (stereo unspecified) | 3.7 | -2.3 | -3.8 | 2.1 | 106.0 | -0.2 | 4.4 | -0.3 | -0.6 | -6.8
Cc1cc(C)nc(NN2C(=O)C=CC2=O)n1 | -6.7 | -17.7 | 2.1 | -2.5 | 99.0 | 3.5 | -7.3 | -0.1 | -0.3 | nt
COc1cccc(C2CCCN2Cc2nc(CC3CC3)no2)c1 (stereo unspecified) | -7.7 | 1.6 | -1.0 | -2.1 | 98.0 | 8.3 | -0.9 | 0.2 | 1.6 | -4.5
O=C(Nc1ccc(Br)c(Cl)c1)C1CC1 | -4.6 | 1.5 | 3.5 | -1.3 | 97.0 | -13.6 | -6.4 | 0.2 | 4.4 | 12.0
O=C(Nc1cccc(Cl)c1)OCCOC(=O)Nc1cccc(Cl)c1 | -2.4 | -16.6 | -6.3 | -0.8 | 99.0 | -12.9 | 7.9 | 0.9 | 2.3 | -4.9
CN(C(=O)COC(=O)c1c2c(nc3ccccc13)CCCC2)c1c(N)n(Cc2ccccc2)c(=O)[nH]c1=O | -1.4 | -3.0 | 2.8 | -3.2 | 100.0 | 4.9 | -1.0 | -0.2 | -0.3 | -5.3
C=C(C)COc1ccc(-c2ncncc2-c2ccccc2)c(O)c1 | -3.7 | 21.6 | 1.2 | -2.7 | 94.0 | -1.0 | 1.5 | 0.1 | -0.8 | -3.1
Cc1ccc(N(C(=O)C2CCCC2)C2C=CS(=O)(=O)C2)cc1 (stereo unspecified) | 3.3 | 0.1 | 7.6 | -0.1 | 94.0 | 9.3 | 7.4 | 0.0 | 0.6 | -5.4

Part of the list above in a different format:
Structure: O=C(Nc1ccc(OC(F)(F)F)cc1)C1CCCCN1S(=O)(=O)c1ccccc1 (stereo unspecified)
  Vif imaging: -16.5
  Granule exo inh: 1.6
  HTR2A ag: -1.4
  Glyco luc inh: -1.7
  ABCB6 inh MLPCN: 101.0
  H9c2 protect: -20.9
  PDI inh: -3.2
  aDG glyco act: 1.0
  iPSC survival up: 0.1
  CaV13 FRET inh: -2.5
Structure: O=C(O)/C=C/c1cn(-c2ccccc2)nc1-c1ccc2c(c1)OCCO2
  Vif imaging: -3.9
  Granule exo inh: -1.8
  HTR2A ag: 1.8
  Glyco luc inh: 1.6
  ABCB6 inh MLPCN: 96.0
  H9c2 protect: 1.6
  PDI inh: 0.5
  aDG glyco act: 0.8
  iPSC survival up: 0.4
  CaV13 FRET inh: -3.0
Structure: O=C(Nc1cccc(Cl)c1)OCCOC(=O)Nc1cccc(Cl)c1
  Vif imaging: -2.4
  Granule exo inh: -16.6
  HTR2A ag: -6.3
  Glyco luc inh: -0.8
  ABCB6 inh MLPCN: 99.0
  H9c2 protect: -12.9
  PDI inh: 7.9
  aDG glyco act: 0.9
  iPSC survival up: 2.3
  CaV13 FRET inh: -4.9
